# High-throughput results from PubChem BioAssay.
# PRMT1 FP inh – blocks human protein arginine methyltransferase 1 | Q99873 | recombinant PRMT1, activity-based probe fluorescence polarization | inhibition, % at 2.79 µM | 370,000 compounds, 1.3% hits;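 active = inhibition above about 21% made by adding two undisclosed values, limit read from the data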
# UHRF1 binding – blocks human UHRF1 binding to methylated DNA; Q96T88; UHRF1 binding to methylated oligo, TR-FRET; inhibition, % at 4.4 µM; 370,000 compounds, 0.75% hits; AID 687016; in the data active = inhibition above about 21%;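 note: UHRF1 SRA domain binding a hemimethylated CpG hairpin DNA probe; 0% = median of test compound wells and 100% = reference inhibitor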
# NPR1 activator – GC-A (human) enzyme activation. 370,000 compounds, 0.14% hits. HEK293 GC-A cells, cGMP TR-FRET, EC30 ANP; 0% at EC30 ANP, 100% saturating ANP. P16066. activation, % at 10 µM; in the data active = activation above about 40%
# Target sequence (P16066 whole entry, looked up): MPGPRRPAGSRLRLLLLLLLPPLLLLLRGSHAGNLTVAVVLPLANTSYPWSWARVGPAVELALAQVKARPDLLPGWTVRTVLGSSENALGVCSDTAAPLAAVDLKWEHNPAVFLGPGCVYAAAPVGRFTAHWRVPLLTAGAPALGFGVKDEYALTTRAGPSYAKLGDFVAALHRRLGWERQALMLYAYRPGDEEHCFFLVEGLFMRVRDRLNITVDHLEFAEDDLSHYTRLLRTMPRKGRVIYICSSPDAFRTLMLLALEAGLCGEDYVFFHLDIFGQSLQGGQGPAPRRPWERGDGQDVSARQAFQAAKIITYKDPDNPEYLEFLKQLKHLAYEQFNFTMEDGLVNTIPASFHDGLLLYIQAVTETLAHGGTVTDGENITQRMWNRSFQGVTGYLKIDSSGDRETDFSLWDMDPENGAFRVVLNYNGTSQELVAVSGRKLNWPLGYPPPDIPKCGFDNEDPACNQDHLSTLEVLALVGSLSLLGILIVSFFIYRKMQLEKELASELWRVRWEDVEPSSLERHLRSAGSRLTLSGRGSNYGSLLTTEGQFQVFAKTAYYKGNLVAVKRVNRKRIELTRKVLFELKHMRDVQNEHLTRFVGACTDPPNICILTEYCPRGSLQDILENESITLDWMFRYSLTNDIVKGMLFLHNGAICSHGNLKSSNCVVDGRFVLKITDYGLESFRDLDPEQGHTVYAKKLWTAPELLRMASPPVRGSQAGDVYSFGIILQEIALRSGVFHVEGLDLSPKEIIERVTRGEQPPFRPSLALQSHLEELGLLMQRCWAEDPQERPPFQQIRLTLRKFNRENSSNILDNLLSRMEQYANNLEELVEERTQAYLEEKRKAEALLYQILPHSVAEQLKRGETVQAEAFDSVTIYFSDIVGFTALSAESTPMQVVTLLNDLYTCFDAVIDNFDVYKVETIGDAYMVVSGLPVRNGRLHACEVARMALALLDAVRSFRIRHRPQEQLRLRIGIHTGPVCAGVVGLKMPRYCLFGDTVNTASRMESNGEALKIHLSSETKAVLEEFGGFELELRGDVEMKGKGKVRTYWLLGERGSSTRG
# TCR-CD3 inh – human TCR-CD3 binding inhibition; TAMRA-labeled TCR probe fluorescence, biochemical; inhibition, % at 9.4 µM; 360,000 compounds, 0.37% hits; AID 651800; in the data active = inhibition above about 19%;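 note: recombinant mutant TCR 2C K166C tagged with TAMRA read by polarization; 0% = receptor in buffer alone and 100% = receptor with positive control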
# rCAG RNA binder – r(CAG) repeat RNA binding. TO-PRO-1 dye displacement fluorescence. inhibition, % at 3 µM. 370,000 compounds, 1.3% hits. AID 651821;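 active = inhibition above the plate cutoff, the mean of all test compounds on that plate plus 3 SD, cut at about 35% in these data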;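 note: 0% = DMSO alone and 100% = 100 µM mitoxantrone as full dye displacement; higher means more dye released from RNA so lower well fluorescence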
# NPR2 activator – GC-B (human) receptor activation | activation, % at 10 µM | HEK293-GC-B cells, CNP EC30, cGMP TR-FRET; 0% at EC30 CNP, 100% saturating CNP | AID 1920062 | P20594 | 370,000 compounds, 0.11% hits;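 active = activation at 10 µM reaching about 35% in either raw or pattern-adjusted values, limit read from the data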
# MBD2 DNA inh – inhibitors of human MBD2 binding to methylated oligonucleotide; AID 686964; inhibition, % at 4.4 µM; TR-FRET; 370,000 compounds, 0.31% hits; in the data active = inhibition above about 13%
# HTRA1 inh – inhibitors of human serine peptidase HTRA1; Q92743; recombinant HTRA1, FP-rhodamine activity-based probe, fluorescence polarization; inhibition, % at 5.96 µM; 340,000 compounds, 0.5% hits; AID 504803; in the data active = inhibition above about 36%;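 note: 0% = enzyme with DMSO and 100% = wells lacking enzyme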
# mABHD4 FP – ABHD4 (mouse) inhibition, primary FP screen. Q8VD66. AID 720543. purified mABHD4, FP-Rh probe fluorescence polarization. inhibition, % at 8.92 µM. 370,000 compounds, 0.54% hits;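 active = inhibition exceeding the mean over every tested compound plus 3 SD, cut at about 30% in these data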;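 note: 0% = plate median of compound wells and 100% = S159A mutant with DMSO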
#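 Test system: mABHD4 protein; Read-out basis: % inhibition; Incubation: 45 min + 60 min at 25 °C; Repeats: single replicate; Technique: fluorescence polarization with parallel and perpendicular emission, 525/598 nm; Compound: 8.92 µM, single dose; Benchmarks: full inhibition S159A mutant plus DMSO, zero as sample-well median.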
# SIAE inh – blocks human sialic acid acetylesterase; SIAE FP-Rh probe binding, fluorescence polarization; inhibition, % at 9.66 µM; 370,000 compounds, 0.69% hits; AID 1053197;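 active = inhibition above a cutoff: mean of compounds within the control limits plus 3 SD of those, cut at about 17% in these data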;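 note: 0% = plate median of compound wells and 100% = probe without SIAE protein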
# * hit, by the source's call; . = not tested or not shown; & = joins results of further samples; ! = repeats disagree.
# Values in the order: TCR-CD3 inh	UHRF1 binding	HTRA1 inh	NPR2 activator	rCAG RNA binder	MBD2 DNA inh	mABHD4 FP	SIAE inh	PRMT1 FP inh	NPR1 activator
CCn1nc(C)c(CN2CCC(n3nccc3NC(=O)CCCc3ccccc3)CC2)c1C
→ 0	0	2	-1	-10	4	-5	0	5	-1
COc1ccccc1N(C(=O)CNS(=O)(=O)c1ccccc1)C(C(=O)NCc1ccco1)C(C)C (stereo unspecified)
→ 2	-1	-3	3	-4	-2	6	-3	-2	-2
CN(C)S(=O)(=O)c1ccc2c(c1)Cc1cc(S(=O)(=O)N(C)C)ccc1-2
→ -1	-2	6	6	-3	1	1	-4	2	3
O=C(COc1ccc2c3c(c(=O)oc2c1)CCC3)N1CCCC1
→ -1	-3	1	-1	-1	-6	-1	6	-4	-1
O=C(CCN1C(=O)c2ccncc2C1=O)NCc1ccc(Cl)cc1
→ 7	1	-1	-1	2	-2	3	4	-1	0
CC1=C(C(=O)OC(C)C)C2(O)C(=O)c3ccccc3C2(O)N1 (stereo unspecified)
→ 6	-7	2	2	1	-8	2	-2	2	-1
COc1cccc2c1CCC(NC(C)=O)C2=O (stereo unspecified)
→ 2	-2	-2	1	-2	7	9	-1	2	0
Cc1c(C(=O)OC(C)CCN(C)C)oc2ccccc12 (stereo unspecified)
→ 3	0	8	-1	-3	2	-9	-1	2	2
COC(=O)C1=C(\O)CCCC/C=C\1C(=O)O
→ -2	2	5	-1	0	0	1	-2	1	1
COc1cc2ncc(S(=O)(=O)c3ccccc3)c(N3CCC4(CC3)OCCO4)c2cc1OC
→ 3	3	-4	0	-1	2	-4	-10	0	5

# 4 compounds from above, reduced to UHRF1 binding, NPR1 activator and SIAE inh:
smiles,UHRF1 binding,NPR1 activator,SIAE inh
O=C(CCN1C(=O)c2ccncc2C1=O)NCc1ccc(Cl)cc1,1,0,4
CC1=C(C(=O)OC(C)C)C2(O)C(=O)c3ccccc3C2(O)N1 (stereo unspecified),-7,-1,-2
COc1cccc2c1CCC(NC(C)=O)C2=O (stereo unspecified),-2,0,-1
Cc1c(C(=O)OC(C)CCN(C)C)oc2ccccc12 (stereo unspecified),0,2,-1

# Carrying on:
# Values in the order: TCR-CD3 inh	UHRF1 binding	HTRA1 inh	NPR2 activator	rCAG RNA binder	MBD2 DNA inh	mABHD4 FP	SIAE inh	PRMT1 FP inh	NPR1 activator
Cc1cc(C)cc(C(=O)N2CCN=C2c2ccccc2)c1
→ -3	-1	3	0	-4	4	4	6	-2	6
Cc1cccc(C(=O)Oc2ccc(/C=N/NC(=O)c3cc(O)cc(O)c3)cc2)c1
→ 13	16	-56	-3	28	3	-43	-33	9	0
COCc1c(C(=O)NC2CCCCCC2)oc2ccccc12
→ 2	13	-5	3	0	8	0	-13	0	4
CC(=O)Nc1ccc(OCCOc2ccc(/C=C3\C(=N)N4N=C(C)SC4=NC3=O)cc2)cc1
→ -3	-2	2	4	3	-3	1	-3	3	0
COC(=O)Cn1c(C)nc2ccccc21
→ 4	-1	2	2	2	3	-5	3	-3	7
Cc1nnc(NC(=O)c2cccc(Br)c2)s1
→ -2	0	1	1	0	2	6	3	-1	2
COc1ccc(Cc2nc3c4c(ncn3n2)Oc2ccc3ccccc3c2C4c2ccc(OC)c(OC)c2)cc1 (stereo unspecified)
→ -4	3	-4	4	4	5	3	-11	1	3
COc1ccc2c(c1)C(c1cccs1)=NNC(c1cccnc1)=N2
→ -3	-5	-4	-1	5	-2	-6	0	-3	0
Cc1ccc(NC(=S)NC2CCSc3ccccc32)cc1 (stereo unspecified)
→ 4	-2	-37	-9	2	-5	-16	5	-5	-5
Cc1ccc(C2=NN(C(=O)c3ccccc3F)C(c3ccccc3F)C2)cc1 (stereo unspecified)
→ -6	0	-40	-5	2	0	-2	-8	1	-6
CC1Cc2ccccc2N1S(=O)(=O)c1cccc(C(=O)NCc2ccco2)c1 (stereo unspecified)
→ 5	-1	-11	3	6	4	1	7	-2	-2
Nc1ccccc1Oc1c(F)c(F)c(Oc2ccccc2N)c(F)c1F
→ 7	-2	-5	1	-2	2	-3	0	-2	3
COc1nc(Cc2ccc(Cl)cc2)nc2ccccc12
→ 9	1	-6	4	-3	-4	3	-1	-1	2
COc1ccc(OC)c(NC(=O)CCN2CCCC(C)C2)c1 (stereo unspecified)
→ 9	-2	5	-2	0	1	10	3	-4	0
Cc1nc(Nc2ccc3c(c2)OCO3)c2oc3ccccc3c2n1
→ 8	-1	0	10	3	-2	14	-2	0	11
CC(C)CCn1c(CN(C)Cc2ccccc2)nc2c1c(=O)n(C)c(=O)n2C
→ -9	4	3	-7	-6	2	-1	-1	3	-3
Cc1cc(=O)oc(C)c1C(=O)OCC(=O)c1ccc(Cl)c(Cl)c1
→ 2	-3	-18	-3	0	1	0	-3	-2	-1
Cc1ccc(CN(C)C(=O)C2CCN(C(=O)Nc3ccccc3)CC2)o1
→ 4	0	1	-4	-3	-2	3	-4	3	3
C=C1C(=O)[C@]23C[C@H]1CCC2[C@@]1(C)C(C[C@@H]3O)[C@](C)(C(=O)OC)CC[C@@H]1O (stereo partly specified)
→ -8	1	.	11	-1	4	10	1	16	16
CCCCNc1c(-c2ccc(OC)c(SC(C)CC)c2)nc2ccc(C)cn12 (stereo unspecified)
→ -5&1	-2&0	-12	6&4	-6&2	14*!	34*!	12&9	1&3	13&5
N#Cc1sc(=O)[nH]c1Cl
→ 3	-1	-1	-4	0	-5	6	10	9	-1
O=C(NCCc1ccc(Cl)cc1)c1cccc(NC2=NC3CS(=O)(=O)CC3S2)c1 (stereo unspecified)
→ 4	-1	-1	0	4	0	1	-3	2	-4
CCOP(=O)(OCC)C(C)(C)NC(=O)c1cc([N+](=O)[O-])cc([N+](=O)[O-])c1
→ -2	19	-2	1	-1	2	0	1	-3	1
CN1CCC(=NNC(=O)c2ccco2)CC1
→ -3	1	1	4	5	-2	-3	0	0	1
CC(=O)OC(COc1ccccc1)Cn1cnc2cc(C)c(C)cc21 (stereo unspecified)
→ 0	3	-3	1	-8	1	-3	-2	1	-8
CC1CN(C(=O)c2ccc(Br)c(S(=O)(=O)N3CCOCC3)c2)CC(C)O1 (stereo unspecified)
→ 5	-1	1	3	1	2	2	-32	-2	1
CNCc1ccccc1Sc1ccc(OC)c(OC)c1
→ -4	3	5	-3	-4	2	6	6	2	0
Cc1nc2ccccc2c2c1CC(C)S2 (stereo unspecified)
→ 8	-3	0	-1	0	-6	-5	-2	-4	2
COc1ccc(Cc2nnc(Nc3ccc(C)cc3C)[nH]c2=O)cc1
→ 1	1	-2	1	5	1	-1	-5	2	5
Cc1ccn2nc(C(=O)OCC(=O)N(CC(C)C)C3CCS(=O)(=O)C3)nc2n1 (stereo unspecified)
→ -3	0	-4	3	2	1	-1	1	1	0
Cc1noc(C)c1NC(=O)N(C)C[C@@H]1Oc2ncc(Br)cc2C(=O)N([C@@H](C)CO)C[C@@H]1C
→ 1	0	2	0	2	-4	0	-2	-4	3
CC(Oc1cccc(Cl)c1)C(=O)Nc1cc(S(=O)(=O)N2CCOCC2)ccc1N1CCCCC1 (stereo unspecified)
→ 3	-1	-40	4	6	-6	-6	6	1	4
COc1ccc(C(CNC(=O)C(CCSC)NC(=O)c2ccccc2OC)N2CCCCC2)cc1 (stereo unspecified)
→ -3	1	2	-14	-9	-2	-3	-1	-1	-17
Cc1cc(NC(=O)C2CCCCC2)nc2c1c(=O)oc1ccccc12
→ 2	0	-6	-4	1	-2	-4	-8	-2	-2
CC(Nc1[nH]c(=O)n(C)c(=O)c1N=O)c1ccccc1 (stereo unspecified)
→ 3	2	-1	5	0	-4	6	-5	-1	-2
COc1ccccc1NC(=O)COc1ccc2c(c1)OCO2
→ 7	-3	1	1	-3	-3	3	2	-1	2
Cc1ccc(C(=O)NCc2ccc(F)cc2)s1
→ 1	6	-2	-1	-1	3	-5	-1	-1	5
CCCNC(=O)C1(C)CCN(C(=O)c2ccc3sccc3c2)C1 (stereo unspecified)
→ -6	0	.	-2	-3	4	6	1	2	-2
CCOc1ccc2ccccc2c1C1NC(=O)N(C)C(C)=C1C(=O)OCCOC (stereo unspecified)
→ 0	-3	2	-4	-6	-2	2	-8	2	-9
C=CCNC(=O)N1C2=NC(C(=O)OC)=C(C(=O)OC)[C@@H]3N(Cc4ccccc4)c4ccccc4[C@]23C[C@H]1C(=O)OC
→ 5	-2	1	-11	5	-5	-3	-3	0	-5
N=c1n(-c2ccccc2)c(O)cc(=O)n1-c1ccccc1
→ -3	7	12	3	7	9	-12	3	2	-6
C=CCNc1ncnc2c1cnn2-c1ccc(Cl)cc1
→ -2	3	-15	-6	2	4	-4	0	5	24
CCc1nnc(NC(=O)CSc2nnc(Cc3cc(=O)[nH]c(=O)[nH]3)n2-c2cccc(OC)c2)s1
→ 5	-3	12	4	1	3	-2	1	-3	2
Cc1cc(C)nc(NC(=O)CSc2nc3ccccc3s2)n1
→ 6	-2	-9	-6	-2	-1	2	-2	-2	1
COc1cc2ccccc2cc1C(=O)NC1CCCC1
→ 0	3	-18	0	5	-3	-1	1	0	-2
CC(=O)c1c[nH]c(C(=O)NCc2cccc(C(F)(F)F)c2)c1
→ -1	-1	2	-2	-2	0	3	1	0	5
CCOc1ccc(C(C)=O)cc1COC(=O)CCc1cc(OC)c(OC)c(OC)c1
→ 1	0	-6	-1	-2	-5	4	-4	-4	-3
C=CCOc1ccc(CNCCc2ccc(S(N)(=O)=O)cc2)cc1
→ 1	0	-7	-3	1	1	5	-5	0	-3
Cc1ccc(F)c([C@H]2[C@@H]3C=CCC[C@@]3(C)C(=O)N2Cc2ccccc2)c1
→ -2	0	-25	-24	-8	1	-4	-2	2	-12
CCOC(=O)CNC(=O)Nc1nnc(-c2ccc(OCC)cc2)o1
→ -4	-1	2	3	-1	-2	-5	1	0	0

# Following part.
# Values in the order: TCR-CD3 inh	UHRF1 binding	HTRA1 inh	NPR2 activator	rCAG RNA binder	MBD2 DNA inh	mABHD4 FP	SIAE inh	PRMT1 FP inh	NPR1 activator
CC(C)NC(=O)C(C)n1cccc1C(=O)c1ccccc1 (stereo unspecified)
→ -6	-1	2	3	2	0	6	-1	0	1
Cc1cc(N2CCOCC2)nc(-c2ccc([N+](=O)[O-])cc2)n1
→ 3	-1	6	-3	0	-2	4	14	-1	4
C[C@H]1/C=C/CC(=O)N[C@@H](c2ccc3ccccc3c2)[C@@H](C)/C=C/CC(=O)N[C@H]1c1ccc2ccccc2c1
→ .	3	.	-1	18	0	-30	-12	-4	-1
CCN(CC)CCCNC(=S)N1CCn2c(nc3ccccc32)C1
→ 8	0	-4	9	-1	0	1	1	1	7
COc1ccc(S(=O)(=O)NC2CCCCC2)cc1C(=O)N1CCCCC1
→ -6	1	-2	-2	-5	-5	1	-8	-4	3
Cc1cc(NC(=O)CCCS(=O)(=O)c2nc(-c3cccs3)cc(C(F)(F)F)n2)no1
→ 5	0	-13	6	-2	-3	0	-3	2	16
COC(=O)c1cn(C(C)C(=O)NCc2ccco2)c2ccccc12 (stereo unspecified)
→ -6	4	4	-3	0	6	-17	7	4	-1
O=C(CN1CCN(c2ccc(F)cc2)CC1)c1ccc2c(c1)OCO2
→ -5	1	-7	7	-1	-5	2	-1	-1	3
O=C(Nc1nnc(CCN2CCCCC2)s1)c1ccc(Br)cc1
→ 5	0	2	5	-2	3	-3	2	-3	2

# These rows are one share of the data; the hit share may differ from the screen's.
